Screens from PubChem BioAssay.
COUP-TFII inh = NR2F2 transcriptional activity inhibitors, primary screen, cell-based, luciferase reporter, HEK293T, luminescence; 370,000 tested, 0.7% active; HEK293T NGFI-A luciferase reporter; inhibition, % at 8.6 µM; AID 686940, 2013;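 active means inhibition above a per-plate cutoff, mean inhibition of test wells between control levels plus 3 SD, cut at about 38% in these data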;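 further: cells cotransfected with COUP-TFII expression vector driving the NGFI-A reporter; 0% = median of COUP-TF2 test wells and 100% = reporter-only cells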
Target sequence (P24468 whole entry, looked up): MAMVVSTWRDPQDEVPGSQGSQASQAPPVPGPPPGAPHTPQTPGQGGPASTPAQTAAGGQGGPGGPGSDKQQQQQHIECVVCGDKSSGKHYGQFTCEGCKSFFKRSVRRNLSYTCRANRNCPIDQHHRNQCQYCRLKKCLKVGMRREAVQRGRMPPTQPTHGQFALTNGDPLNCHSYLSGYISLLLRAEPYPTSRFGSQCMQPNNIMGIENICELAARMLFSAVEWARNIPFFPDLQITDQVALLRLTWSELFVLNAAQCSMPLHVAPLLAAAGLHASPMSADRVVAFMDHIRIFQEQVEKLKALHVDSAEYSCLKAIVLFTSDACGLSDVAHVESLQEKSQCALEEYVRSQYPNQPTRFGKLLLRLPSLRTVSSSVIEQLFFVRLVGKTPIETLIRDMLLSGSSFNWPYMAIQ
TLR9-MyD88 inh = inhibitors of TLR9-MyD88 association in cells, primary screen, cell-based, CHO, BLA complementation, fluorescence. CCF4 FRET ratio. 340,000 tested, 0.21% active. Toll-like receptor 9 (Homo sapiens) + Myeloid differentiation primary response protein …. inhibition, % at 4.98 µM;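 active means inhibition above the mean over all tested compounds plus 3 SD, cut at about 21% in these data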;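 further: 0% = DMSO only wells and 100% = clavulanate BLA inhibitor control wells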
TROY NFkB inh = inhibitors of TROY-driven NF-kB signaling, primary screen, Q293 LMP1-TROYcd cells, NF-kB luciferase, uHTS; Q293 LMP1-TROYcd NF-kB luciferase reporter, 4 h; inhibition, % at 10 µM; 360,000 tested, 0.98% active; AID 1347056, 2019;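 active means compounds whose plate-normalised and pattern-corrected inhibition of the luciferase reporter signal at the single screening dose is 50% or more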
SRC3 inh = SRC3 coactivator transcriptional activity inhibitors, primary screen, cell-based, luminescence | HEK293 GAL4-SRC3 luciferase reporter | Nuclear receptor coactivator 3 (Homo sapiens), Q9Y6Q9 | 360,000 tested, 0.17% active | inhibition, % at 3.6 µM;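 active means inhibition above a per-campaign cutoff, the mean of all compounds plus 3 SD, cut at about 60% in these data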;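 further: 0% = DMSO-treated cells and 100% = gossypol-treated cells at 36 µM; higher means less SRC3-driven luciferase light from the GAL4 reporter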
NOD2 RIPK2 PPI = NOD2-RIPK2 binding disruptors in cells, primary screen, fluorescence, CHO cells, BLA complementation; Receptor-interacting serine/threonine-protein kinase 2 (Homo sapiens), O43353; CCF4 ratio; inhibition, % at 4.98 µM; 360,000 tested, 0.38% active; in the data active means inhibition above about 21%;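 further: 0% = vehicle only and 100% = reference blocker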
Target sequence (O43353 whole entry, looked up): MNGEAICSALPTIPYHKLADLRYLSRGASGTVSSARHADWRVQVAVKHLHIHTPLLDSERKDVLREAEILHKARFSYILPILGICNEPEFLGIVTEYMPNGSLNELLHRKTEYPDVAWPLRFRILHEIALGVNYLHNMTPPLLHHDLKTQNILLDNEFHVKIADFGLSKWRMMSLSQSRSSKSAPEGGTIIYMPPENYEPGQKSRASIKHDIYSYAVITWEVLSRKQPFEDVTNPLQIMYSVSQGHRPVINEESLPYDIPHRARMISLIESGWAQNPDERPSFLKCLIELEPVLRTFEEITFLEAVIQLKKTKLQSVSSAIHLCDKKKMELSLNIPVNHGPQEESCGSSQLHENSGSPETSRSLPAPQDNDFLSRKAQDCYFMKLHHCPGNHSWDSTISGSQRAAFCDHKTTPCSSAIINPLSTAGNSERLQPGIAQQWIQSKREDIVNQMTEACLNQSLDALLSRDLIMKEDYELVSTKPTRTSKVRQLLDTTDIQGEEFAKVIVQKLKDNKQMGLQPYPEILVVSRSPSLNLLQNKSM
SRC2 inh = inhibition of GAL4-SRC2 driven luciferase reporter, primary screen, SRC2 inhibitor project, cell-based, luminescence; HEK293 GAL4-SRC2 luciferase reporter; inhibition, % at 9 µM; 370,000 tested, 0.17% active;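 active means inhibition above the mean inhibition of all tested compounds plus 3 SD, set per campaign, cut at about 52% in these data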;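 further: 0% = DMSO treated cells and 100% = cells given Gossypol at 36 µM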
LRH-1 inv ag = LRH-1 (NR5A2) inverse agonists, primary screen, cell-based, luminescence, HEK293T, StAR-luciferase reporter. Nuclear receptor subfamily 5 group A member 2 (Homo sapiens), O00482. LRH-1 transfected, 24 h. inhibition, % at 3.6 µM. 360,000 tested, 0.13% active;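 active means inhibition above the mean inhibition of all tested compounds plus 3 SD, cut at about 73% in these data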;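 further: 0% = DMSO wells and 100% = reporter-only cells lacking LRH-1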
C8 TRAIL sens = viability loss with TRAIL in NB7+C8 cells, primary screen, TRAIL sensitizer project, cell-based, ATPlite luminescence; inhibition (viability loss, TRAIL sensitization), % at 10 µM; 360,000 tested, 1% active; AID 624354, 2012;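 active means compounds causing at least 50% loss of cell viability in the single-dose screen, relative to plate controls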
Vif imaging = HIV Vif self-association inhibitors, primary screen, imaging, HEK293T, single point. inhibition, % at 7.49 µM. AID 602346, 2012. 340,000 tested, 0.35% active. HEK293T cells, Vif self-association by quenched fluorescence, 24 h; in the data active means inhibition above about 50%, passing the limit was not always enough; further: some results filed as inactive read as strong as hits
EBV LMP1 NFkB = EBV LMP1-driven NF-kappaB luciferase reporter inhibitors, primary screen, cell-based, luminescence, single point; LMP1-induced NF-kappaB luciferase reporter cells; inhibition, % at 12.5 µM; 350,000 tested, 0.69% active; in the data active means inhibition above about 41%;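 further: 0% = neutral control wells and 100% = reference inhibitor control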
SRC1 inh = SRC1 coactivator transcriptional activity inhibitors, primary screen, cell-based, luminescence. Nuclear receptor coactivator 1 (Homo sapiens), Q15788. HEK293 GAL4-SRC1 luciferase reporter. inhibition, % at 3.6 µM. 360,000 tested, 0.12% active;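 active means inhibition above the campaign mean plus 3 SD, with each screening campaign given its own cutoff, cut at about 60% in these data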;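 further: 0% = DMSO treated cells and 100% = gossypol at 36 µM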
Starred values were filed as active, the others as inactive; . = no result given. The list is partial, so the mix of outcomes need not match the whole.

SMILES	COUP-TFII inh	TLR9-MyD88 inh	TROY NFkB inh	SRC3 inh	NOD2 RIPK2 PPI	SRC2 inh	LRH-1 inv ag	C8 TRAIL sens	Vif imaging	EBV LMP1 NFkB	SRC1 inh
CCOc1ccc(N2CC(C(=O)Nc3ccc(F)cc3F)CC2=O)cc1 (stereo not drawn)	2	-8	2	-4	-1	17	-10	8	0	-9	-1
COc1ccc(Cl)cc1NC(=S)Nc1ccc(Cl)cn1	13	-9	-23	-2	-2	0	2	-4	-3	5	2
Cc1ccccc1NC(=O)CC1SC(=NC2CCCCC2)NC1=O (stereo not drawn)	-1	-1	-5	21	-5	-8	-20	-3	6	6	-18
Cc1cc(C)c(C)c(OCC(=O)N2CCN(c3ccccn3)CC2)c1	8	8	-6	-3	0	-46	8	18	-7	-4	-12
Cc1cc(C)c2c(c1)c(C)cc1nnc(SCC(=O)c3cccs3)n12	.	7	-16	-6	-9	.	-10	-7	-3	0	-12
CC1CN(S(=O)(=O)c2cccc(C(=O)NCC3COc4ccccc4O3)c2)CC(C)O1 (stereo not drawn)	-20	-9	6	8	12	-4	5	2	-5	-3	-17
CC1(C)CC(=O)C(C=NCCCN2CCOCC2)=C(O)C1	18	4	2	-7	-5	-2	9	-5	5	-11	-1
CN(Cc1ccccc1)C(=O)Cn1c(=O)oc2cc(S(=O)(=O)NCc3ccccc3)ccc21	27	-10	21	11	-7	3	0	2	-10	12	0
O=C1CC(c2ccccc2)CC(=NCCO)/C1=C(\O)CCCN1C(=O)c2ccccc2C1=O (stereo not drawn)	13	-9	4	-3	-2	-23	-8	-10	-1	0	-4
CCCCn1nc2cc(C(=O)NCc3cc(C(F)(F)F)cc(C(F)(F)F)c3)ccc2c1OC	-3	6	1	-14	14	-13	-1	29	-3	12	5
Cc1cc(C)c(S(=O)(=O)N2CCN(C(=O)N3CCCCC3)CC2)c(C)c1	20	-3	-41	5	-3	21	8	12	-7	1	-11
O=C1OCC(CO)(CO)N=C1NNc1cc(Cl)ccc1Cl	-4	10	-4	1	-4	-31	8	-6	0	-12	-78

Laid out differently: 3 of the compounds above
| SMILES | COUP-TFII inh | TLR9-MyD88 inh | TROY NFkB inh | SRC3 inh | NOD2 RIPK2 PPI | SRC2 inh | LRH-1 inv ag | C8 TRAIL sens | Vif imaging | EBV LMP1 NFkB | SRC1 inh |
| --- | --- | --- | --- | --- | --- | --- | --- | --- | --- | --- | --- |
| COc1ccc(Cl)cc1NC(=S)Nc1ccc(Cl)cn1 | 13 | -9 | -23 | -2 | -2 | 0 | 2 | -4 | -3 | 5 | 2 |
| Cc1ccccc1NC(=O)CC1SC(=NC2CCCCC2)NC1=O (stereo not drawn) | -1 | -1 | -5 | 21 | -5 | -8 | -20 | -3 | 6 | 6 | -18 |
| Cc1cc(C)c(C)c(OCC(=O)N2CCN(c3ccccn3)CC2)c1 | 8 | 8 | -6 | -3 | 0 | -46 | 8 | 18 | -7 | -4 | -12 |

(continued)
SMILES	COUP-TFII inh	TLR9-MyD88 inh	TROY NFkB inh	SRC3 inh	NOD2 RIPK2 PPI	SRC2 inh	LRH-1 inv ag	C8 TRAIL sens	Vif imaging	EBV LMP1 NFkB	SRC1 inh
C(=C\c1ccc2ccccc2n1)/c1ccccc1	-22	3	57*	-35	-3	21	-74	73*	19	40	-83
COc1cccc(C2(CSc3nnc(-c4cc(OC)c(OC)c(OC)c4)o3)OCCO2)c1	4	2	-13	13	-12	-12	1	-10	1	9	6
CCOC(=O)N1CCN(c2ncnc3scc(-c4ccc(Cl)cc4)c23)CC1	.	3	35	0	-10	.	10	5	-3	0	24
COc1cccc(NC(=S)N(CCN(C)C)C(C)c2ccncc2)c1 (stereo not drawn)	7	2	-13	12	-4	-3	8	-10	35	2	-27
CCN1CCN(S(=O)(=O)c2ccc3c(c2)OCCO3)CC1	14	11	6	-1	-17	-8	-1	-10	.	-3	6
Cc1cc(C)cc(Cn2c(C)c(C(=O)N(C)Cc3ccc(F)cc3)sc2=O)c1	19	.	13	12	14	-7	-5	-5	-2	.	-11
O=C(O)c1ccc2c(c1)C(=O)N(Cc1ccc3c(c1)OCO3)C2=O	4	-7	7	7	-6	-18	7	5	-6	3	-1
CSc1cccc(NC(=O)C(=O)NCc2ccccc2)c1	9	.	-24	-4	-12	1	9	6	3	0	8
O=C(O)C1CCCCC1C(=O)Nc1nc(-c2ccc(Cl)s2)cs1 (stereo not drawn)	-5	-3	-33	-1	-3	-27	-15	5	4	-4	3
CCn1c(SCC(=O)c2ccc(C)cc2)nnc1-c1ccoc1C	-19	-9	-4	-3	5	4	-1	7	6	-7	-11
Cc1oc(-c2ccccc2)nc1C(=O)OCC(=O)NCc1ccc(Cl)cc1	10	-6	-9	0	6	6	2	-1	-5	9	11
O=C(/C=C/c1ccco1)Nc1ccc2c(c1)OCCO2	-50	3	-52	-76	7	-41	-130	64*	-6	10	-88

Compound profiles, from the list above:
CCCCn1nc2cc(C(=O)NCc3cc(C(F)(F)F)cc(C(F)(F)F)c3)ccc2c1OC is listed as COUP-TFII inh: -3; TLR9-MyD88 inh: 6; TROY NFkB inh: 1; SRC3 inh: -14; NOD2 RIPK2 PPI: 14; SRC2 inh: -13; LRH-1 inv ag: -1; C8 TRAIL sens: 29; Vif imaging: -3; EBV LMP1 NFkB: 12; SRC1 inh: 5
Cc1cc(C)c(S(=O)(=O)N2CCN(C(=O)N3CCCCC3)CC2)c(C)c1 is listed as COUP-TFII inh: 20; TLR9-MyD88 inh: -3; TROY NFkB inh: -41; SRC3 inh: 5; NOD2 RIPK2 PPI: -3; SRC2 inh: 21; LRH-1 inv ag: 8; C8 TRAIL sens: 12; Vif imaging: -7; EBV LMP1 NFkB: 1; SRC1 inh: -11

(continued)
SMILES	COUP-TFII inh	TLR9-MyD88 inh	TROY NFkB inh	SRC3 inh	NOD2 RIPK2 PPI	SRC2 inh	LRH-1 inv ag	C8 TRAIL sens	Vif imaging	EBV LMP1 NFkB	SRC1 inh
COc1cccc(CN(C)C(=O)c2ccc(NS(=O)(=O)c3ccc(F)cc3)cc2)c1OC	-2	-8	10	2	-13	12	-5	9	14	2	-3
CC1=C(C(=O)Nc2ccccc2)C(c2ccc(C)cc2)N=C(Nc2nc3ccccc3o2)N1 (stereo not drawn)	12	-13	8	3	-9	-2	-4	50*	29	-16	-10
Clc1ccc2nc(CN3CCCCCC3)cn2c1	2	-4	-16	-5	-4	1	0	7	-4	1	-8
COC(=O)COc1ccc(C(=O)Cn2c(NCCCO)nc3ccccc32)cc1	5	-1	1	4	-6	-28	-11	-13	-5	5	1
O=C(C1CCCCC1)N1CCN=C1SCc1cccc([N+](=O)[O-])c1	13	14	26	3	-13	12	0	-4	-3	11	8
O=C(Nc1ccccn1)c1cccc(S(=O)(=O)N2CCCCC2)c1	1	-2	12	1	-7	-13	-2	-7	-5	-10	2
COc1cccc(CNc2nc(NCC3CC3)nc3ccsc23)c1	43*	.	23	4	-6	6	24	22	.	.	17
CC1(C)N=C(SCC(=O)Nc2ccc(Cl)cc2)C(c2ccc(Cl)cc2)=N1	18	1	13	11	0	3	11	18	14	-4	-6
CC(Nc1nc(-c2ccncc2)nc2ccccc12)c1ccccc1 (stereo not drawn)	5	2	-3	-14	6	-19	-16	2	5	-9	19
c1ccc(C(c2c[nH]c3ccccc23)c2c[nH]c3ccccc23)nc1	-23	-3	1	9	2	-29	0	4	2	-35	-2
CC(=O)CC(C)(C)Nc1nc2cc([N+](=O)[O-])ccc2o1	-18	-6	1	1	-2	-12	-7	16	-10	-13	-13
O=C(N/N=C/c1ccc(Cl)c([N+](=O)[O-])c1)C1CC1	-2	7	-31	8	8	-8	3	-3	7	0	-5
CCOc1ccc(C(=O)NCC(=O)OCCN2C(=O)c3ccccc3C2=O)cc1OCC	4	-8	7	12	-9	-30	-10	-8	3	-7	2
Cc1cccc(-n2ncc3c2CCCC3NC(=O)Cn2cccn2)c1C (stereo not drawn)	2	-12	-16	-1	-3	-9	-2	-16	-3	4	6
CN(C)Cc1csc(NC(=O)Nc2cccc(C(F)(F)F)c2)n1	13	.	8	-7	-1	-7	10	-2	15	.	-9
CC(C)(C)NC(=O)C[C@H]1C[C@H](C(=O)N2CCCCC2)[C@@]2(CCc3ccccc3)c3[nH]c4cc(-c5ccco5)ccc4c3CCN2C1=O	18	-1	3	-12	2	-38	-40	8	.	3	5
Fc1ccc(-c2nnc(-c3ccc(F)cc3)o2)cc1	-21	-6	-41	-47	-4	-17	-40	17	29	-23	-63
Cc1nc(NS(=O)(=O)c2ccc(Cl)s2)c2c3c(sc2n1)CCCC3	5	-10	27	-13	-5	-7	2	31	-5	-7	-3
O=C(CN1CCC(C(=O)c2cccc(Cl)c2)CC1)Nc1ccc(C(=O)O)cc1	-16	-6	0	6	3	0	-12	-9	2	-9	-15
CC(=O)c1sc(NC(=O)c2ccc(F)cc2)nc1-c1ccccc1	-17	-1	-33	-29	3	-31	5	4	-3	-16	-21
O=C1N(Cc2cccc(Cl)c2)C[C@@H]2C[C@@H](c3cccn3-c3ccccn3)N3CCC[C@@]123	5	-5	-17	-12	-1	-25	-7	4	-1	3	-12
O=C(Cn1nc(-c2ccccc2)nc1-c1ccccc1)OC1CCCCC1	7	0	-8	11	-6	-11	16	13	-4	-3	2
CCOc1ccc(NS(=O)(=O)c2ccc(C(=O)N(C)Cc3cccc(OC)c3OC)cc2)cc1	4	-9	11	10	-2	-12	10	7	-20	-10	-4
